Source: PubChem
RSV CPE inhibition: inhibition of RSV-induced cytopathic effect – HEp-2 cells, primary 10 µM value included (AID 2391) | HEp-2 cells, RSV-induced CPE inhibition; higher % means a stronger effect | CPE inhibition, % at 10 µM, or IC50 in µM where a hit was titrated | 0.13% of 310,000 active; in the data active = a potency from the dose series; inconclusive = CPE inhibition mostly from about 23% at the one dose, without a potency; inactive = the rest, 99 in 100 with CPE inhibition below about 21%; also: strong numbers were not always called active
LYP phosphatase: inhibitors of LYP phosphatase, biochemical, fluorescence intensity, uHTS (AID 1779). recombinant LYP phosphatase, fluorescence intensity; higher % means a stronger effect. inhibition, % at 11.5 µM; hits with a dose series show IC50 in µM. 0.054% of 290,000 active; in the data active = inhibition above about 50%;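 also: plate controls were vehicle with enzyme for no effect and no enzyme for full effect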
NS5 inhibitors: flavivirus cap methylation enzyme inhibition – biochemical, confirmation dose response, primary screen (AID 588689). 0.3% of 340,000 active. one-dose inhibition, % at 25 µM; IC50 in µM for titrated hits. Dengue-2 NS5 methyltransferase capping enzyme assay, biochemical; higher % means a stronger effect; in the data active = a potency from the dose series; inconclusive = inhibition above about 29% without an active follow-up result
AID2073: inhibitors of Mint1-CaV2.2 protein interaction, biochemical, HTRF (AID 2073) | 0.19% of 290,000 active | HTRF protein-protein interaction, Mint1-CaV2.2; higher % means a stronger effect | inhibition, % at 20 µM; hits with a dose series show IC50 in µM; in the data active = inhibition mostly above about 51%, no sharp cut-off; inconclusive = no clear call, values can overlap the other calls; inactive = mostly below about 53%; also: some results filed as inactive read as strong as hits
GPR35 arrestin U2OS: inhibition of zaprinast-stimulated GPR35 beta-arrestin translocation – imaging, U2OS, beta-arrestin-GFP, zaprinast agonist, primary screen (AID 2058); 0.052% of 290,000 active; inhibition, % at 10 µM; hits with a dose series show IC50 in µM; U2OS GPR35 beta-arrestin-GFP translocation imaging, zaprinast antagonism; higher % means a stronger effect;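 active = inhibition of at least 50% with at least 30 cells and total cytoplasm GFP at most 10,000,000; inconclusive = under 30 cells or total GFP of 10,000,000 plus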
NTR1 ag: NTR1-driven beta-arrestin-GFP spot formation – imaging, U2OS cells, high content, primary screen (AID 493036) | agonist mode | P30989 | 0.17% of 330,000 active | activation, % at 20 µM;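 active = activation at or above 40% of the spot to cytoplasm intensity ratio, with at least 20 cells analyzed; inconclusive = wells under 20 cells, flagged as cytotoxic or low count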;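 also: 0% = DMSO without peptide and 100% = 100 nM NTR1 peptide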
Target sequence (P30989 whole entry, looked up): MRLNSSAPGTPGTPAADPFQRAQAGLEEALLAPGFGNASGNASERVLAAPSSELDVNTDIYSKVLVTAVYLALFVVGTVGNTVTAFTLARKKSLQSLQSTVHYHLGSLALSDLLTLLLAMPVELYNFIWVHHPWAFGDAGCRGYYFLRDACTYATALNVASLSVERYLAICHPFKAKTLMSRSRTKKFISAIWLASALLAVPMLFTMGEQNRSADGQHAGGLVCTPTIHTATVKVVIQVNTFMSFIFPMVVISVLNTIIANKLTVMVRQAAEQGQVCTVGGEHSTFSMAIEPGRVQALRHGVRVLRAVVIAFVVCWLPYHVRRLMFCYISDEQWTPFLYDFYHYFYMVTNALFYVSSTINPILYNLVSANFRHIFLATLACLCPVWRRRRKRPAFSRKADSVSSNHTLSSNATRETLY
WT yeast gro inh: growth inhibition of WT yeast, mitochondrial fusion screen; mitochondrial fusion phenotypic screen, WT strain; AID 1362; inhibition, % at 10 µM; 2.1% of 190,000 active; in the data active = inhibition above about 58%; tested in S. cerevisiae
Autophagy mod: autophagy modulation, high-content screen. MEF GFP-LC3 puncta imaging; test concentration mostly 10 µM. calls only at 10 µM (by protocol). 0.98% of 190,000 active;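 active = percentage of spot-positive cells more than 3 SD above its plate mean, without a fluorescence outlier flag or 80% toxicity; inconclusive = no clear call, values can overlap the other calls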;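 also: spot-positive cell cutoff set from DMSO-treated cells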
K1F lysis inhibition: inhibition of K1F phage lysis, E. coli UTI89, bacterial capsule biogenesis inhibitors, alamar blue (AID 488966). E. coli UTI89 K1F phage lysis, alamar blue, 2 h; higher % means a stronger effect. inhibition, % at 100 µM, or IC50 in µM where a hit was titrated. 0.02% of 340,000 active;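 active = phage lysis inhibition, versus mean bacterial control, above a set limit; inconclusive = no clear call, values can overlap the other calls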;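 also: capsule biogenesis inhibitors block K1F phage lysis so surviving cells raise fluorescence; higher fluorescence means more inhibition of phage lysis; actives were called in the ten point dose series up to 300 µM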
WT yeast gro inh mutant strain: also measured in WT yeast gro inh; calls as there; inhibition, %; mitochondrial fusion phenotypic screen, mutant strain inhibition
Autophagy mod cell loss 18 h: also measured in Autophagy mod; calls as there; toxicity, %; measured here: cell loss, nuclei count;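 cell loss after 18 h compound exposure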
NTR1 ag cell count 20 µM: further read-out of NTR1 ag, marked with its call; cell count; measured here: cell count, cytotoxicity flag
NS5 inhibitors pilot replicate: further read-out of NS5 inhibitors, marked with its call; inhibition, %; measured here: pilot screen replicate inhibition
Starred values were filed as active, the others as inactive; i = inactive; ? = inconclusive; / = no result given; [ ] = dose if it differs, or a comment. No enrichment for hits; about 2.6% have a hit in one of these screens.

SMILES | RSV CPE inhibition | LYP phosphatase | NS5 inhibitors | AID2073 | GPR35 arrestin U2OS | NTR1 ag | NTR1 ag cell count 20 µM | WT yeast gro inh | WT yeast gro inh mutant strain | Autophagy mod | Autophagy mod cell loss 18 h | K1F lysis inhibition | others
CCOc1ccc(N(C(C)C(=O)N/N=C(\C)c2cccc(NC(=O)c3ccccc3)c2)S(C)(=O)=O)cc1 (centres undefined) | 5.2% | 1% | -5% | 16% | 0% | 2.3 | 70 | -5 | 2 | i | -5 | -0.2%
COc1ccc(-c2nnn(Cc3nn[nH]n3)n2)cc1OC | -2.3% | -9% | -8% | -1% | 24% | 0.2 | 79 | 12 | 18 | i | 12 | 0.9%
COc1ccccc1-c1cc(C(=O)NC(C)C)no1 | 2.9% | -9% | 6% | 13% | 11% | 4.0 | 84 | 1 | -7 | i | -9 | 0.8%
Nc1ccn(-c2ccc(Cl)cc2)c(=O)c1 | 1.2% | -7% | -6% | 8% | 1% | 0.4 | 54 | -3 | 7 | i | 13 | 0.3%
COc1ccc(S(=O)(=O)N2CCOC2CNC(=O)C(=O)NCc2ccncc2)cc1OC (centres undefined) | 1.3% | -11% | -9% | -1% | -4% | 0.7 | 57 | / | / | / | / | 0.0%
OCc1nc2ccccc2n1/N=C/c1cccs1 | 3.0% | -9% | -2% | -3% | 11% | 0.5 | 55 | / | / | / | / | -0.6%
Cc1cc(Br)c(NC(=O)c2c(-c3c(Cl)cccc3Cl)noc2C)c(Br)c1 | -1.0% | 5% | -6% | 9% | -1% | 1.0 | 83 | / | / | / | / | 0.0%
CC(C)OC(=O)CCc1nc2ccccc2[nH]c1=O | 1.6% | -4% | 5% | -1% | 15% | -3.4 | 31 | -9 | -15 | i | 6 | 0.5%
COc1ccc(NC(=O)C2CCN(C(=O)Cc3ccccc3)CC2)c(OC)c1 | 1.0% | -5% | -1% | -10% | 1% | -0.4 | 54 | -6 | -4 | i | -11 | -0.8%
Cc1ccc(CNC(=O)CCCNC(=O)c2ccc(Cl)cc2)n1C | 3.2% | 2% | 1% | -5% | -2% | 0.1 | 99 | 5 | 7 | i | 30 | 0.0%
CC1(C(=O)NC2CCCCCC2)CCC(=O)N1Cc1ccc2c(c1)OCO2 (centres undefined) | 0.0% | -8% | -5% | 2% | 9% | -0.2 | 67 | 3 | -26 | i | -2 | 0.7% | NS5 inhibitors pilot replicate=-2.4
N=c1c2c3c(sc2ncn1N)CCCCC3 | -1.1% | 5% | -5% | -12% | 4% | 1.4 | 66 | -2 | -15 | i | 25 | 0.5% | NS5 inhibitors pilot replicate=3.9
Cc1cc(C)cc(N2C(=O)CC(Sc3ccccc3C(=O)O)C2=O)c1 (centres undefined) | 0.6% | -9% | -7% | 5% | 1% | 0.4 | 51 | / | / | / | / | -0.3%
CC(=O)Nc1ccc(NS(=O)(=O)Cc2ccccc2)cc1 | 1.7% | -8% | 3% | 3% | 10% | -1.7 | 71 | -9 | -7 | i | -6 | 0.1%
Nc1c(N(Cc2ccccc2)C(=O)COc2ccc(F)cc2)c(=O)[nH]c(=O)n1Cc1ccccc1 | 1.6% | -11% | -5% | -6% | -1% | -1.5 | 48 | / | / | / | / | -0.2%
O=C(N/N=C/c1cc([N+](=O)[O-])ccc1Cl)c1ccc2nc[nH]c2c1 | 0.4% | -6% | -15% | 15% | 22% | 1.3 | 61 | 2 | -5 | i | 11 | 0.5%
Cc1ccc(C(=O)N/N=C/c2ccc(-c3cccc(Cl)c3)o2)cn1 | / | -3% | 2% | -7% | -1% | 1.6 | 59 | / | / | / | / | 0.1%
CC(C)OC(=O)CN1CCN(S(=O)(=O)c2cc(Cl)ccc2Cl)CC1 | 1.5% | -3% | -3% | 3% | -10% | 0.6 | 58 | -4 | -7 | i | -6 | 0.3%
COc1ccc(C(=O)N2CCN(c3ccc([N+](=O)[O-])c(-n4nc(C)cc4C)c3)CC2)cc1 | 3.0% | 2% | -2% | -2% | 0% | 2.8 | 63 | 19 | 1 | i | -4 | 1.6%[50 µM]
Cc1ccc(NC(=O)C2CCN(S(=O)(=O)c3ccc(N4CCCC4=O)cc3)CC2)cc1Cl | 0.9% | 1% | -7% | -7% | -10% | 0.0 | 64 | / | / | / | / | 0.5%
CCN(CC)CCNC(=O)CCc1nnc2ccc(N3CCC(C)CC3)nn12 | -1.2% | -6% | -2% | -1% | -7% | -2.1 | 68 | / | / | / | / | -0.1%
S=C(NC1CCCCC1)N1CCN(C2CCCCC2)CC1 | -0.5% | -5% | 1% | -7% | -2% | -1.1 | 63 | 11 | 14 | i | 20 | 2.5%
Cc1nc(NC(=O)Nc2ccc(Cl)cc2)sc1C | 2.7% | 1% | -8% | 12% | -9% | -0.8 | 85 | 13 | 8 | i | 11 | -1.2%
Cc1ccc(C)c(S(=O)(=O)N2CCCC2CNC(=O)C(=O)NCC2CCCO2)c1 (centres undefined) | -0.6% | / | -4% | / | / | 0.2 | 61 | / | / | / | / | 1.0%[50 µM]
COc1ccc(Cl)cc1NC(=O)CN(C)C(=O)c1cn(-c2ccccc2)nc1-c1cccnc1 | -2.3% | / | 1% | / | / | 6.4 | 51 | / | / | / | / | 2.1%[50 µM]
C/C=C/c1cc(CN2CCN(c3ccc(OC)cc3)CC2)c(O)c(OC)c1 | 14% | -7% | -1% | -16% | -9% | 2.6 | 33 | 11 | -12 | i | -9 | 0.3%
CCc1nc2ccccc2c(=O)n1NC(=O)c1c(O)c2ccccc2n(CC)c1=O | 11% | -8% | -1% | 24% | 7% | -0.7 | 52 | 23 | 11 | i | -18 | 0.1%
Cc1ccc(S(=O)(=O)N2CCOCC2)cc1C(=O)Nc1ccc2c(c1)OCCO2 | 0.6% | / | -7% | / | / | -2.5 | 36 | / | / | / | / | 2.3%
Nc1nonc1C(=O)N1CCCCC1 | 1.2% | -7% | 1% | -5% | 8% | 0.9 | 53 | 9 | 11 | i | -16 | -0.3%
COc1ccc(N2CCN(S(=O)(=O)CCNC(=O)C34CC5CC(CC(C5)C3)C4)CC2)cc1 | 5.2% | -3% | 0% | -6% | 2% | -0.2 | 50 | / | / | / | / | 2.4%
CCCC[C@@H](CNC)NC[C@H](NCCCCC1CCCCC1)C(C)C | 9.3% | -21% | -4% | -12% | 11% | 24 | 63 | / | / | / | / | -0.5%
Cc1nc(N)sc1C(=O)OCC(C)C | 10% | -4% | -5% | -5% | -7% | -0.2 | 66 | 19 | 15 | i | 0 | 0.2%
CC(/C=C/c1ccco1)=N/NC(=O)C1COc2ccccc2O1 (centres undefined) | 1.9% | 1% | -10% | -10% | -6% | -0.6 | 42 | / | / | / | / | 0.3%
CCc1ccc(C(=O)OCC(=O)N(CCOC)c2c(N)n(Cc3ccccc3)c(=O)[nH]c2=O)cc1 | -1.5% | / | -1% | / | / | -0.5 | 61 | / | / | / | / | 0.6%[50 µM]
O=C(CN(C(=O)CNC(=O)c1ccco1)c1ccc(F)cc1)NC1CCCCC1 | -0.2% | -6% | 7% | -10% | 1% | 0.0 | 52 | / | / | / | / | 0.1%
COc1cc(/C=C/C(=O)OCC(=O)Nc2cc(C)c(C)cc2[N+](=O)[O-])ccc1O | -0.3% | 3% | -5% | 20% | 11% | -0.5 | 57 | / | / | / | / | 0.3%
O=C(Nc1sc2c(c1C(=O)NCc1ccco1)CCCC2)c1ccc2c(c1)OCO2 | 3.0% | 9% | -3% | 35% | -21% | 17 | 59 | -4 | 4 | i | -2 | 1.6%
CS(=O)(=O)N1CCCC(C(=O)N2CCOCC2)C1 (centres undefined) | 2.9% | 0% | -1% | 2% | 4% | 0.5 | 55 | 2 | 0 | i | -2 | 1.2%
Cc1nnc(SCC(=O)NC(C)(C)C)n1CCc1ccccc1 | 0.3% | -9% | -1% | 2% | -14% | 2.4 | 62 | 11 | -5 | i | 2 | 1.7%
O=C(Nc1ccccn1)c1cccc(S(=O)(=O)N2CCCc3ccccc32)c1 | 4.4% | / | -1% | / | / | 2.9 | 62 | / | / | / | / | 0.0%[50 µM]
COc1cc(C(=O)NCC(=O)N/N=C/c2ccccn2)cc(OC)c1OC | 0.1% | -1% | -2% | -4% | -1% | -0.5 | 95 | -10 | 11 | i | 10 | 0.3%
C[C@H](C(=O)C=[N+]=[N-])N1C(=O)c2ccccc2C1=O | 0.7% | -4% | / | 0% | -9% | -0.5 | 87 | 7 | 9 | i | -1 | /
CC(=O)Nc1ccc(NS(=O)(=O)c2ccc(C)cc2)cc1[N+](=O)[O-] | 0.3% | -5% | / | -12% | 5% | -0.6 | 44 | / | / | / | / | /
CCCc1cc(C(=O)Nc2cccc(Cl)c2C)no1 | 2.1% | -5% | -6% | 6% | 2% | -0.8 | 64 | / | / | / | / | 0.1%
O=C(CSc1nnc2scc(-c3ccccc3)n12)Nc1nsc(-c2ccc(Cl)cc2)n1 | 8.5% | / | 1% | / | / | 8.0 | 76 | / | / | i | 13 | 2.6%
CC(CS(=O)(=O)c1ccc2c(c1)NC(=O)CS2)C(=O)NCc1ccccc1Cl (centres undefined) | 1.4% | -4% | -16% | 28% | -2% | 0.7 | 42 | / | / | / | / | 0.0%
O=C(NC12CC3CC(CC(C3)C1)C2)C12CC3CC(C1)CC(n1cnc(Cl)n1)(C3)C2 | 3.1% | 2% | 0% | -6% | 10% | 0.9 | 50 | 13 | 2 | i | 2 | 0.9%
COc1ccc(N2CCN(C(=O)CCc3nnc4ccc(N5CCCC5)nn34)CC2)cc1 | 1.7% | -9% | -7% | 5% | 0% | 3.3 | 61 | / | / | / | / | -0.1%
OCC1(CO)COC(CCc2ccccc2)=N1 | 2.5% | -13% | 3% | 2% | -15% | 0.3 | 57 | / | / | / | / | -0.6%
CCN(CC)C(=O)C1CCN(C(=O)c2oc3ccc(C)cc3c2C)CC1 | 2.5% | -6% | 1% | 3% | 3% | -0.3 | 59 | / | / | / | / | 1.3%
Cc1ccc(S(=O)(=O)N2CCN(C(=O)c3sccc3C)CC2)cc1 | -0.1% | / | 1% | / | / | -0.1 | 59 | / | / | / | / | 0.5%[50 µM]
Cc1ccc(-c2nc3sc(C#N)c(N)n3c(=O)c2C#N)cc1 | 2.5% | -3% | ? | 17% | 8% | 2.7 | 44 | 1 | 19 | i | -2 | 0.3%
Cn1c(=O)c(C(=O)COC(=O)c2cc(C3CC3)nc3ccccc23)c(N)n(Cc2ccccc2)c1=O | 8.2% | 8% | / | 14% | -7% | 8.0 | 62 | 4 | -5 | i | 20 | /
